# HCMV antiviral: qHTS Assay for inhibitors of the human cytomegalovirus (HCMV); HFF cells, HCMV-luciferase reporter, 72 h; hits give low values; activity change, negative = inhibition, % at 57.5 µM; 410,000 compounds, 4.5% hits; in the data active = activity change below about -60%; inconclusive = no clear call, values can overlap the other calls; inactive = above about -39%
#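 Two-dose cell screen: HFF monolayers treated with compounds and infected with luciferase-expressing HCMV at 1 PFU/cell, 72 h at 37C, then lysed for luciferase measurement.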
# AmpC inh no detg: qHTS Inhibitors of AmpC Beta-Lactamase (assay without detergent) | P00811 | AmpC nitrocefin hydrolysis, absorbance 480 nm, 0.0001% Triton | Potency, µM (series often up to 57.1 µM), for inactives: at the highest dose activity change, negative = inhibition, most hits filed as inhibitors | 330,000 compounds, 0.52% hits | AID 485341, 2010;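 note: potency is the fitted concentration of half-maximal effect; plate controls were no compound for no effect and no enzyme for full effect; nearly all actives have a fitted effect of over 20% in size; some results filed as inactive show a strong effect at the top dose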
# Target sequence (P00811 whole entry, looked up): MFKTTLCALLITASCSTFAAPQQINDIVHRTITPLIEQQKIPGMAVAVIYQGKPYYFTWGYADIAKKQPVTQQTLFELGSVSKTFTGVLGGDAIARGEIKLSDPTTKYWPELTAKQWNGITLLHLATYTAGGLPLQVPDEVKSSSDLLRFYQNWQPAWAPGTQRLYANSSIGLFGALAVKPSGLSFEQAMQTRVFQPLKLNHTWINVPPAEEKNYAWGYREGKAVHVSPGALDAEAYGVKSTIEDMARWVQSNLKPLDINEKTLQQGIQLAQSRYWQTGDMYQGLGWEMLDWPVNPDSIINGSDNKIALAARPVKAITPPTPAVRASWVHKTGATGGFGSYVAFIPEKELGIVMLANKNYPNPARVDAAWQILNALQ
#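 AmpC (5.3 nM in the dispensed reagent) in 20 mM phosphate pH 7.0 with 0.01% (detergent screen) or 0.0001% Triton X-100 was preincubated with compounds for 15 min at room temperature. Nitrocefin was then added from an 800 uM solution, and hydrolysis was followed at 480 nm.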
# AMA1 RON2 block: qHTS for Inhibitors of AMA1-RON; Towards Development of Antimalarial Drug Lead: Primary Screen; Plasmodium falciparum AMA1 (3D7) - RON2 peptide interaction; 360,000 compounds, 0.2% hits; AlphaScreen AMA1-biotinylated RON2 peptide binding; AID 720542, 2013; Potency, µM (top dose mostly 58.2 µM), without a hit: at the top dose activity change, negative = inhibition, actives largely listed as inhibitors;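 note: potency is the fitted concentration of half-maximal effect; 0% = vehicle wells and -100% = peptide control; nearly all actives have a fitted effect of over 45% in size; some results filed as inactive show a strong effect at the top dose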
#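 AMA1 (3D7) with his tag at 25 nM final met compounds first, then biotinylated RON2 peptide at 25 nM; detection used donor plus acceptor beads, 10 µg/mL apiece, read by AlphaScreen after 30 min at room temperature.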
# TbPYK inhibitor: qHTS of Trypanosoma Brucei Inhibitors; pyruvate kinase (Trypanosoma brucei), Q57TT1; TbPYK enzyme, Kinase-Glo Plus ATP luminescence, 45 min; Potency, µM (series often up to 76.8 µM), inactives show at the top dose activity, negative = inhibition, most hits filed as inhibitors; 410,000 compounds, 0.12% hits; note: potency is the fitted concentration of half-maximal effect; nearly all actives have a fitted effect of over 50% in size
#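 Luminescent Kinase-Glo Plus end-point after 45 min room-temperature reaction of T. brucei pyruvate kinase started with 130 uM ADP (final). Buffer TEA 50 mM pH 7.2 with KCl, MgCl2, BSA, Tween-20; titration-based qHTS with fitted concentration-effect curves.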
# LmPK inhibitor: qHTS Assay for Inhibitors of Leishmania Mexicana Pyruvate Kinase (LmPK) | Q27686 | purified LmPK, Kinase-Glo ATP luminescence, 1 h | Potency, µM (top dose mostly 57.5 µM), without a hit: at the highest dose activity change, negative = inhibition, actives largely listed as inhibitors | 290,000 compounds, 0.37% hits; note: potency is the fitted concentration of half-maximal effect
# Target sequence (Q27686 whole entry, looked up): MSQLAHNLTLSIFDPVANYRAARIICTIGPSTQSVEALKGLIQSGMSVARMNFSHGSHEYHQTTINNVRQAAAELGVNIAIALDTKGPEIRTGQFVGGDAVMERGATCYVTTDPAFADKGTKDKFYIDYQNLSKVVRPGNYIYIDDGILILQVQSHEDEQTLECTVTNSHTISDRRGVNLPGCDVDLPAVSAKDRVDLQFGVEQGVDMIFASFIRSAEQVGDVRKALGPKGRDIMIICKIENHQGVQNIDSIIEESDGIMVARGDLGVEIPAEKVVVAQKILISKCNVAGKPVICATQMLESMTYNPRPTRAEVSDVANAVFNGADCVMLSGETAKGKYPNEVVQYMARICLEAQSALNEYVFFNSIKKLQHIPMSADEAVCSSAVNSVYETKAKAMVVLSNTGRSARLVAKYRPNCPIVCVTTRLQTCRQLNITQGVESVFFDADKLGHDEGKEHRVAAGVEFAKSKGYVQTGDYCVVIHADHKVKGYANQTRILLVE
#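 Purified LmPK (0.1 nM) with 0.5 mM PEP and 0.1 mM ADP in imidazole buffer pH 7.2 with MgCl2/KCl, 1 h at room temperature. ATP formed was read by luciferase luminescence and normalized to no-enzyme and uninhibited controls.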
# HCV inh: qHTS Assay for Inhibitors of Hepatitis C Virus (HCV) | Huh7.5.1 HCVcc-Cre infection, luciferase reporter, 44 h | AID 651820, 2012 | 340,000 compounds, 3.4% hits | Potency, µM (series often up to 41.8 µM), for the others: top-dose activity change, negative = inhibition, hits mostly inhibitors; note: potency is the fitted concentration of half-maximal effect
#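 Cells seeded at 1,000/well and cultured 4 h, then compounds added followed by HCVcc-Cre virus (~0.5 moi). After 44 h further culture, luciferase substrate was added, plates held 15 min at room temperature, and luminescence read for 15 sec.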
# AmpC inh detg: qHTS Inhibitors of AmpC Beta-Lactamase (assay with detergent); Potency, µM (series often up to 114 µM), for inactives: top-dose activity change, negative = inhibition, actives largely listed as inhibitors; P00811; AmpC hydrolysis of nitrocefin, absorbance 480 nm, 0.01% Triton; 370,000 compounds, 0.041% hits;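 note: potency is the fitted concentration of half-maximal effect; 0% = no-compound wells and -100% = no-enzyme wells; nearly all actives have a fitted effect of over 25% in size; some results filed as inactive show a strong effect at the top dose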
#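 AmpC (5.3 nM in the dispensed reagent) in 20 mM phosphate pH 7.0 with 0.01% (detergent screen) or 0.0001% Triton X-100 was preincubated with compounds for 15 min at room temperature. Nitrocefin was then added from an 800 uM solution, and hydrolysis was followed at 480 nm.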
# An asterisk follows results filed as active; ? = inconclusive; nt = no result given; & = joins results of further samples; [ ] = remark or other dose. Unless noted, calls come from the whole dose curve; as a rule, active = well fitted curve in the direction sought with a large enough effect; inconclusive = small, poorly fitted or top-dose-only effect, or another doubt; inactive = no such curve, though single readings can be large; an effect the other way counts as inactive or inconclusive. Unless noted, % is set by controls: 0 for no effect and ±100 for the full control effect.
# Values in the order – HCMV antiviral | AmpC inh no detg | AMA1 RON2 block | TbPYK inhibitor | LmPK inhibitor | HCV inh | AmpC inh detg
- O=C(NCC1CCCO1)C1CCN(C2CCN(C(=O)Cc3ccsc3)CC2)CC1 (stereo not drawn)
    -32 | 44% | -1% | 2% | -2% | 31%[activator] | 2%
- CN(C)S(=O)(=O)N(CC(=O)N1CCN(c2ccccc2F)CC1)c1ccccc1
    -7 | 34% | -1% | 2% | 3% | 19% | 2%
- Cc1nc(N2CCOCC2)nc(OCCN(C)C)c1[N+](=O)[O-]
    27 | -27% | -5% | -1% | -5% | -11% | ?
- O=C(Nc1cc(S(=O)(=O)Nc2ccc(Cl)cc2)ccc1O)c1ccc(F)cc1F
    -23 | -30% | -11% | -4% | nt | ? | nt
- CC[C@]1(c2ccccc2OC)C(=O)N(C(=O)OC)N1C(=O)OC
    84 | 1% | -2% | 2% | -4% | 22% | ?
- Cc1cccn2c(=O)cc(CSc3nnc(NC(=O)COc4ccccc4)s3)nc12
    29 | -14% | nt | 0% | nt | nt | -15%
- O=C(CCN1C(=O)c2cccc3cccc(c23)C1=O)Nc1ccccc1
    19 | -24% | 4% | -6% | 12% | ? | 11%
- O=C(Nc1cccc(S(=O)(=O)NCc2ccco2)c1)c1ccc(Cl)cc1
    -8 | -37% | 14% | -2% | nt | ? | nt
- COc1ccc(-c2csc(NC(=O)C3CC(=O)N(c4ccc5c(c4)OCCO5)C3)n2)cc1 (stereo not drawn)
    ? | -8% | -1% | 0% | 5% | ? | -6%
- CC(NC(=O)CN1CCN(CC(=O)Nc2ccccc2Cl)CC1)c1ccc(Br)cc1 (stereo not drawn)
    -10 | 234%[activator] | 0% | -6% | nt | ? | 9%
- Cc1c(NC(=O)CN2C(=O)C(=O)N(Cc3ccccc3)C2=O)c(=O)n(-c2ccccc2)n1C
    -22 | -16% | 1% | 4% | -10% | 11% | 4%
- Cc1ccc(-c2nc3ncccc3o2)cc1NC(=O)c1ccccc1
    -11 | -19% | -4% | -8% | -5% | -13% | 0%
- CC(=N\O)/C(CN(C)C)=N/O
    29 | nt | 7% | 4% | 5% | 14% | -9%
- Cc1c([N+](=O)[O-])c2ccc(O)cc2n1-c1ccccc1
    -68* | -21% | -5% | 3% | 9% | ? | -1%
- CCc1c(O)nc(N2CCN(Cc3ccccc3)CC2)[nH]c1=O
    50 | -5% | -6% | -11% | 8% | 6% | 0%
- CC(=O)Nc1cccc(-c2ccnc3c2CC(C)(C(=O)Nc2cccc(C(F)(F)F)c2)O3)c1 (stereo not drawn)
    -13 | nt | -7% | 6% | nt | nt | nt
- CC(C)Nc1nc(Oc2ccc(=O)n(-c3ccccc3)n2)nc(N(C)C)n1
    90 | 25% | 10% | -4% | 9% | -2% | 1%
- COc1cc(C(=O)NC(c2ccccc2)c2ccccc2)cc(OC)c1C
    nt | -17% | -9% | 7% | -8% | 17% | 1%
- Cn1c(Oc2ccc(Cl)cc2)c(C=O)c2ccccc21
    -13 | -30% | 37%[activator] | 3% | 0% | ? | 3%
- Cc1c(C(=O)Nc2cccnc2Cl)oc2ccccc12
    24 | -14% | 8% | 0% | 2% | 5% | -2%
- CC(=O)Oc1ccccc1/C=C1\CCOC1=O
    -62* | -11% | 5% | -8% | 4% | 13% | ?
- COc1ccc(C(C)=O)cc1COC(=O)CNC(=O)c1cc(C)cc(C)c1
    11 | -3% | -26% | 5% | 5% | -15% | -10%
- O=C(N/N=C/c1cc2c(cc1Cl)OCO2)c1cc(-c2ccccc2)n[nH]1
    3 | 16% | 4% | 1% | -8% | ? | 6%
- CCOc1ccc(CCNC(=O)c2ccc(NC3=NC4CS(=O)(=O)CC4S3)cc2)cc1 (stereo not drawn)
    -5 | -1% | 5% | -5% | 1% | 0% | 0%
- COc1cc(OC)c(CN2CCCCCCC2)cc1Br
    -23 | -11% | -7% | 15% | -3% | 6% | 0%
- CCC1CCc2c(sc(NC(=O)C3CC=CCC3C(=O)O)c2C#N)C1 (stereo not drawn)
    -14 | -48% | 15% | -19% | 3% | 12% | -19%
- CCCC(=O)c1c[nH]c(C(=O)NCc2cccnc2)c1
    -32 | 1% | -3% | -1% | 1% | 8% | 2%
- COc1cccc(NC(=O)Cn2c(=O)n(-c3ccc(C)cc3)c(=O)c3ccccc32)c1
    ? | nt | nt | -14% | nt | nt | -1%
- COc1ccc(-n2c(=O)c(CCC(=O)N3CCN(c4ccccc4O)CC3)nc3ccccc32)cc1
    ? | 112%[activator] | -21% | 2% | nt | -24% | ?
- CCCC(=O)Nc1ccc(S(=O)(=O)Nc2nccs2)cc1
    5 | nt | 2% | 3% | nt | 5% | nt

# Values in the order – HCMV antiviral | AmpC inh no detg | AMA1 RON2 block | TbPYK inhibitor | LmPK inhibitor | HCV inh | AmpC inh detg
- COc1ccccc1-n1cc(C(=O)NCC(=O)NCc2ccc(F)cc2)c2ccccc2c1=O
    93 | -54% | -2% | 1% | -1% | 1% | -2%
- N/C(=N\OC(=O)CC1CCCCC1)c1cccc([N+](=O)[O-])c1
    0 | -15% | -13% | 1% | 2% | 5% | -7%
- O=C(c1ccco1)N1CCCN(Cc2nc(Cc3ccccc3)no2)CC1
    -30 | 12% | 0% | -1% | 1% | -3% | -3%
- COc1ccc(S(=O)(=O)N2CCN(C(=O)CSC(=S)N3CCCC3)CC2)cc1
    -19 | 70%[activator] | -6% | -10% | nt | 19% | 3%
- CCCC(c1nnnn1Cc1ccco1)N1CCN(c2cc(Cl)ccc2C)CC1 (stereo not drawn)
    -19 | -12% | ? | 3% | 6% | -2% | -6%
- Cc1ccc(CCNc2nc3ccccc3c3nc(-c4cccnc4)nn23)cc1
    -9 | nt | nt | 1% | nt | nt | 2%
- CN(C)C(=O)c1nc2ccc(Cl)cn2c1CNCc1cccc(OC(F)(F)F)c1
    -30 | 123%[activator] | 0% | 10% | 6% | -18% | 3%
- NC(=O)c1cccc(-c2cnc(N)c(C(=O)c3cccnc3)n2)c1
    nt | nt | 10% | 3% | nt | ? | nt
- CN1N=C(C(=O)N2CCCC(N3CCN(c4ccc(F)cc4)CC3)C2)CCC1=O (stereo not drawn)
    19 | 15% | 12% | -5% | -1% | 28% | -7%
- CCCc1cc(=O)[nH]c(SCC(=O)N2CCCCCC2)n1
    -20 | -27% | 7% | 4% | nt | 9% | nt
- O=C(CN1C(=O)c2ccccc2C1=O)Nc1ccccc1C(F)(F)F
    -9 | -2% | -7% | 6% | -3% | -4% | -5%
- O=C1CCCC(O)=C1N=Nc1ccc2c(c1)OCO2
    -27 | -18% | 37%[activator] | -7% | ? | 4% | -7%
- CCCCNC(=O)c1ccc2c(c1)NC(=O)C(C(C)C)N2 (stereo not drawn)
    7 | nt | nt | 1% | nt | nt | 2%
- NCCC(=O)NC[C@H]1O[C@@H](n2cnc3c(N)ncnc32)[C@H](O)[C@@H]1O
    -6 | -23% | -3% | -3% | nt | 39%[activator] | nt
- CC(C)[C@H](NC(=O)c1ccccc1)C(=O)NC1CCCCCCC1
    6 | -21% | 7% | -2% | nt | 11% | nt
- COC(=O)C1=C(C)N(Cc2ccccc2)C(=NCc2cc(OC)c(OC)c(OC)c2)N[C@H]1c1ccc(Br)cc1
    nt | 132%&-25%[activator] | 0% | -3% | -8% | ? | ?
- COc1ccc2nc(NC(=O)Cc3cccs3)sc2c1
    98 | -29% | 1% | -16% | 0% | ? | 3%
- CC(=O)Nc1ccc(S(=O)(=O)NCCc2csc3nc(-c4cccc(C)c4)nn23)cc1
    -37 | nt | nt | 0% | nt | nt | -5%
- Cc1[nH]c(C)c(S(=O)(=O)N2CCCCC2)c1C(=O)N1CCCCC1
    -20 | -5% | -7% | 0% | 2% | 13% | 3%
- C[C@]12CC[C@@H]3c4ccc(OS(=O)(=O)O)cc4CC[C@H]3[C@@H]1CCC2=O
    21&18 | -11%&-27% | -1%&-1% | 0%&8% | 1% | -13%[8.37 µM] | -16%&-4%
- CCN(C1CCCCC1)S(=O)(=O)CCNC(=O)c1ccc2c(c1)OCO2
    -17 | -20% | -10% | -5% | nt | -22% | 2%
- O=C(O)C1CCCN1S(=O)(=O)c1ccc(Br)cc1 (stereo not drawn)
    20 | -3% | -1% | -13% | 9% | 10% | 1%
- CCc1cccc(CC)c1NC(=O)Cc1csc(C)n1
    -6 | nt | nt | 0% | nt | nt | 10%
- c1ccc(Cn2nnc3c(NCc4ccc5c(c4)OCO5)nc(C4CC4)nc32)cc1
    -14 | -13% | -7% | 4% | 5% | 8% | -3%
- O=C(NNc1cccc(Cl)n1)Nc1ccccc1Cl
    -6 | -24% | 4% | -7% | -3% | -4% | -4%
- O=C(Cc1ccccc1)NCC(=O)N1CCC1
    ? | 20% | 2% | -1% | -2% | -1% | 3%

# Part of the list above in a different format.
Molecule	HCMV antiviral	AmpC inh no detg	AMA1 RON2 block	TbPYK inhibitor	LmPK inhibitor	HCV inh	AmpC inh detg
CC[C@]1(c2ccccc2OC)C(=O)N(C(=O)OC)N1C(=O)OC	84	1%	-2%	2%	-4%	22%	?
COc1cc(OC)c(CN2CCCCCCC2)cc1Br	-23	-11%	-7%	15%	-3%	6%	0%
Cc1ccc(CCNc2nc3ccccc3c3nc(-c4cccnc4)nn23)cc1	-9	nt	nt	1%	nt	nt	2%
CCCC(c1nnnn1Cc1ccco1)N1CCN(c2cc(Cl)ccc2C)CC1 (stereo not drawn)	-19	-12%	?	3%	6%	-2%	-6%
COc1ccc2nc(NC(=O)Cc3cccs3)sc2c1	98	-29%	1%	-16%	0%	?	3%

# Just HCMV antiviral and TbPYK inhibitor, for some of the entries so far:
SMILES | HCMV antiviral | TbPYK inhibitor
c1ccc(Cn2nnc3c(NCc4ccc5c(c4)OCO5)nc(C4CC4)nc32)cc1 | -14 | 4%
O=C(NNc1cccc(Cl)n1)Nc1ccccc1Cl | -6 | -7%

# Source: PubChem BioAssay (National Center for Advancing Translational Sciences (NCATS))
